CAL PDZ FP-1 = CAL PDZ peptide-binding inhibitors, primary screen, biochemical, fluorescence polarization, Cer-tagged CAL PDZ, HTS. 330,000 tested, 0.02% active. purified CAL PDZ, TMR-peptide fluorescence polarization, 1 h. inhibition, % at 20 µM. AID 504414, 2011;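 active = highest replicate inhibition of at least 40%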;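 also: plate controls were DMSO neutral control wells for no effect and unlabeled competitor peptide control wells for full effect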
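System: tagged CAL PDZ domain. Schedule: 1 h room-temperature incubation prior to read. Signal: fluorescence polarization (mP). Measure: percent inhibition from loss of millipolarization.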
PvdQ inh = P. aeruginosa PvdQ acylase inhibitors, primary screen, biochemical, fluorescence, plate reader and imaging, single point; PvdQ acylase [Pseudomonas aeruginosa LESB58]; purified PvdQ acylase; 340,000 tested, 0.063% active; inhibition, % at 10 µM; AID 488965, 2010; in the data active = inhibition above about 30%, passing the limit was not always enough;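 also: 0% = vehicle neutral wells and 100% = reference inhibitor wells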
SR-BI HDL uptake = inhibitors of SR-BI mediated HDL lipid uptake, primary screen, ldlA[mSR-BI] cells, fluorescence, single point. 320,000 tested, 0.96% active. AID 488896, 2010. ldlA[mSR-BI] CHO cells, DiI-HDL uptake fluorescence, 3 h. Scavenger receptor class B member 1 (Mus musculus), Q61009. inhibition, % at 12.5 µM;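 active = mean replicate inhibition of at least 70% and a set share of replicates each scoring 70 or more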;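 also: 0% = median of neutral control wells and 100% = median of positive control wells; values of inactives mirror those of a sister screen read the other way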
Target sequence (Q61009 whole entry, looked up): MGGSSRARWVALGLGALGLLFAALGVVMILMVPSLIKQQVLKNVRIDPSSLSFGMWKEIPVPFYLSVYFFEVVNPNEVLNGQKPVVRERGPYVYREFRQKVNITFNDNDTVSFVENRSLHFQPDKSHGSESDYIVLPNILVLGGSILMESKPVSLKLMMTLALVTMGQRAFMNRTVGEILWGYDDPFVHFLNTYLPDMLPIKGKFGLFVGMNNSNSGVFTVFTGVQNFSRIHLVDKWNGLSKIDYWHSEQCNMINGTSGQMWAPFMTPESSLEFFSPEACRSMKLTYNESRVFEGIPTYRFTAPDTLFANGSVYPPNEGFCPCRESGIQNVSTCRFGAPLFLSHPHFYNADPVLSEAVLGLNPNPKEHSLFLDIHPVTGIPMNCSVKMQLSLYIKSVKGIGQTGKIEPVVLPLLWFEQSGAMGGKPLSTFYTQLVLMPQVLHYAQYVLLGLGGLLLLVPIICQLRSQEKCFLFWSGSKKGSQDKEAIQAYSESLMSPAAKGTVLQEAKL
Rtt109 HAT inh = inhibitors of C. albicans Rtt109/Vps75 HAT, primary screen, biochemical, ThioGlo CoA-SH fluorescence, plate reader. Histone acetyltransferase RTT109 (Candida albicans (strain SC5314 / ATCC MYA-2876)), …. purified Rtt109/Vps75, 4 h. inhibition, % at 34.9 µM. 330,000 tested, 0.16% active. AID 540336, 2011;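 active = inhibition of at least 50% in every replicate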
dFosB activator = activators of delta FosB homodimer, primary screen, biochemical, fluorescence polarization, TAMRA-CDK5 oligo, single point | activation, % at 25 µM | Protein FosB (Mus musculus), P13346 | purified delta FosB; percent of positive-control signal above neutral wells | 340,000 tested, 0.99% active;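 active = mean activation above about 17%, with every replicate also reaching it, limit read from the data, passing the limit was not always enough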;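 also: fluorescence polarization rise as delta FosB binds a TAMRA Cdk5 AP-1 oligo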
Target sequence (P13346 whole entry, looked up): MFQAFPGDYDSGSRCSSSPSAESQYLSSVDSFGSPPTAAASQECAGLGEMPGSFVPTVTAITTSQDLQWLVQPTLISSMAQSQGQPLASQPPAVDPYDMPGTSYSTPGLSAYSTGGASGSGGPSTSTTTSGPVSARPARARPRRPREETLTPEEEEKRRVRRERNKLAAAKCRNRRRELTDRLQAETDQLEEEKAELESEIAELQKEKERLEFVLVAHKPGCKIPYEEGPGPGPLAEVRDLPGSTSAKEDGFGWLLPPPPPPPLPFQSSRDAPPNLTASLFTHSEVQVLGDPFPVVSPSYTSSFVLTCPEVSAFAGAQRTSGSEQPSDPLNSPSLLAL
MITF act = activators of MITF-driven TRPM1 promoter reporter, primary screen, cell-based, SK-MEL-5, luciferase, single point; 300,000 tested, 0.75% active; activation, % at 12.5 µM; AID 588334, 2011; SK-MEL-5 TRPM1-promoter luciferase, 24 h; % of positive control, neutral wells = 0;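 active = mean activation of at least 80% with every replicate also reaching 80%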;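 also: 0% = neutral control wells and 100% = parthenolide positive control wells; values of inactives mirror those of a sister screen read the other way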
PfHsp90 set2 = growth inhibition of PfHsp90-expressing yeast, primary screen, antimalarial PfHsp90 inhibitor project, S. cerevisiae, BacTiter-Glo luminescence, single point, set 2; BacTiter-Glo ATP, 48 h; yeast lacking PDR1 and PDR3 efflux regulators; inhibition, % at 9.4 µM; 310,000 tested, 0.32% active; AID 504621, 2011;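 active = every replicate shows inhibition above about 80%, whatever the replicate mean, limit read from the data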;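 also: 0% = DMSO neutral controls and 100% = 20 µM radicicol positive controls; yeast relying on Plasmodium falciparum Hsp90 in place of its own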
SR-BI uptake up = activators of SR-BI mediated DiI-HDL uptake, primary screen, ldlA[mSR-BI] CHO cells, DiI fluorescence; 3 h; 100 = double the neutral-control signal; activation, % at 12.5 µM; 320,000 tested, 0.096% active; AID 504775, 2011;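 active = mean replicate activation of at least 60% and every replicate at or above 60%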;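 also: 0% = median plate neutral-control signal and 100% = twice that signal; values of inactives mirror those of a sister screen read the other way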
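Test system: SR-BI-overexpressing, LDLR-lacking CHO cells; Medium: Ham's F12 with 0.5% BSA, HEPES 25 mM, pH 7.4; Schedule: 3 h, 37 °C; Technique: bottom-read fluorescence, 550/595 nm.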
NSD2 inh = NSD2 histone methyltransferase inhibitors, primary screen, biochemical, AlphaScreen, single concentration, set 2; Histone-lysine N-methyltransferase NSD2 (Homo sapiens), O96028; NSD2 peptide methylation, 120 min; inhibition, % at 12.5 µM; 310,000 tested, 0.54% active; AID 743445, 2014; in the data active = inhibition above about 50%
CAL PDZ FP-2 = untagged CAL PDZ binding inhibitors, primary screen, biochemical, fluorescence polarization, HTS; Golgi-associated PDZ and coiled-coil motif-containing protein (Homo sapiens), Q9HD26; purified CAL PDZ, TMR-peptide fluorescence polarization, 1 h; inhibition, % at 24.9 µM; 300,000 tested, 0.92% active; AID 602252, 2012;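 active = mean inhibition of at least 30% with at least half of replicates also reaching 30%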;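 also: 0% = DMSO neutral control and 100% = excess unlabeled competitor peptide PRC23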
* hit, by the source's call; · = not tested or not shown.

Keys – A = CAL PDZ FP-1; B = PvdQ inh; C = SR-BI HDL uptake; D = Rtt109 HAT inh; E = dFosB activator; F = MITF act; G = PfHsp90 set2; H = SR-BI uptake up; I = NSD2 inh; J = CAL PDZ FP-2
CCN(c1ccccc1)S(=O)(=O)c1ccc(OCc2c(C)noc2C)cc1
  A = 1.1	B = -5	C = 4	D = 4	E = -6	F = -19	G = 1	H = -4	I = 2	J = 2

COc1ccc(OC)c(-c2cn(S(=O)(=O)c3ccccc3)nc2N)c1
  A = -1.3	B = -8	C = -4	D = -9	E = -6	F = 4	G = ·	H = 4	I = -2	J = -8

O=[N+]([O-])c1ccc(CP(=O)(c2ccccc2)c2ccccc2)cc1
  A = 0.6	B = -7	C = 28	D = -4	E = -6	F = ·	G = 0	H = -28	I = -4	J = -4

COc1ccccc1CNC(=O)CS(=O)Cc1nc(-c2ccc(OC)c(OC)c2)oc1C (configuration not stated)
  A = -2.7	B = -10	C = 25	D = 1	E = -9	F = 7	G = -3	H = -25	I = 0	J = 5

O=C(COC(=O)c1ccc2ncsc2c1)NC(=O)NCc1ccccc1
  A = -0.4	B = 11	C = -15	D = -13	E = 3	F = 7	G = 32	H = 15	I = -2	J = ·

Cc1cc(OCC(O)CN2CCN(CCO)CC2)ccc1C(C)C (configuration not stated)
  A = -0.1	B = -15	C = -22	D = -5	E = -4	F = 2	G = -26	H = 22	I = 35	J = ·

NC1=NC[C@@H](Cc2ccc(O)cc2)N1CC1CCCCC1
  A = 0.3	B = 9	C = 6	D = 5	E = 2	F = 5	G = -5	H = -6	I = ·	J = 2

Nn1c(SCC(=O)Nc2cc(C(F)(F)F)ccc2Cl)nncc1=O
  A = 1.3	B = 13	C = 12	D = -6	E = -6	F = -8	G = -4	H = -12	I = -7	J = 10

CC(/C=N/NC(=O)c1ccco1)=C\c1ccccc1
  A = -1.2	B = -8	C = -4	D = 0	E = -8	F = 44	G = 34	H = 4	I = -4	J = 1

CN1CCN(c2nc(-c3cccs3)cc(C(F)(F)F)n2)CC1
  A = -0.1	B = -4	C = 20	D = -4	E = -12	F = ·	G = ·	H = -20	I = 36	J = -5

C[C@@H]1CN([C@@H](C)CO)C(=O)c2cc(NC(=O)CCC(F)(F)F)ccc2O[C@H]1CN(C)S(=O)(=O)c1ccc(Cl)cc1
  A = -0.3	B = -7	C = 69	D = 24	E = -5	F = 2	G = 19	H = -69	I = ·	J = -3

COc1ccccc1NC(=O)c1ccc(NC(=O)CSc2ncccn2)cc1
  A = -2.0	B = -1	C = 65	D = -3	E = 3	F = 11	G = ·	H = -65	I = -1	J = -5

Cc1nc(SCC(=O)NCc2ccc(F)cc2)c2c(=O)n(C)c(=O)n(C)c2n1
  A = -0.8	B = 2	C = 23	D = -13	E = 0	F = ·	G = -11	H = -23	I = ·	J = ·

O=C(O)CCc1ccc(-c2ccc(Br)cc2)n1CC(=O)O
  A = -1.0	B = 6	C = 7	D = 1	E = -6	F = 3	G = 14	H = -7	I = ·	J = 1

CCOC(=O)c1cc(CC)sc1NC(=O)c1cc(OC)c(OC)c(OC)c1
  A = ·	B = -7	C = 57	D = 3	E = 4	F = 24	G = -16	H = -57	I = -2	J = -6

CCn1c(=O)c(C(=O)CN2CCN(Cc3ccc4c(c3)OCO4)CC2)c(N)n(Cc2ccccc2)c1=O
  A = -1.0	B = -11	C = 9	D = 30	E = 0	F = -9	G = 8	H = -9	I = -1	J = 8

CC(C)CC(NC(=O)C(CC(C)C)NC(=O)C(Cc1ccc(OCc2ccccc2)cc1)NC(=O)OC(C)(C)C)C(N)=O (configuration not stated)
  A = -1.1	B = -12	C = ·	D = 6	E = -2	F = -8	G = 9	H = ·	I = -1	J = 2

COCCNC(=O)c1cccc(OC2CCN(Cc3ccc(F)cc3OC)CC2)c1
  A = -1.6	B = -9	C = -14	D = 8	E = -5	F = ·	G = 10	H = 14	I = 12	J = -7

CCCC(CCC)C(=O)Nc1ccncc1
  A = -0.8	B = -23	C = -16	D = -4	E = 1	F = ·	G = -3	H = 16	I = -2	J = -1

COc1ccc(Cl)cc1C(=O)Nc1ccc(CN2CCCCC2)cc1
  A = -1.0	B = -1	C = 11	D = 2	E = -12	F = 24	G = 14	H = -11	I = 1	J = 1

CC(=O)N=c1sc(S(N)(=O)=O)nn1C
  A = -1.9	B = 9	C = 2	D = 13	E = -4	F = -4	G = 3	H = 37	I = ·	J = -2

O=C(OCCN1C(=O)c2ccccc2C1=O)c1cc(=O)[nH]c2ccccc12
  A = -0.7	B = -7	C = 7	D = -7	E = -6	F = -4	G = -4	H = -7	I = 1	J = -5

Cc1ccc(S(=O)(=O)N2CCC(C(=O)OCC(=O)N(C)Cc3ccccc3)CC2)cc1C
  A = -3.7	B = 1	C = 22	D = 26	E = -5	F = -10	G = -13	H = -22	I = 2	J = -3

Entries listed so far with an aryl methoxy group (6):
Keys – A = CAL PDZ FP-1; B = PvdQ inh; C = SR-BI HDL uptake; D = Rtt109 HAT inh; E = dFosB activator; F = MITF act; G = PfHsp90 set2; H = SR-BI uptake up; I = NSD2 inh; J = CAL PDZ FP-2
COc1ccc(OC)c(-c2cn(S(=O)(=O)c3ccccc3)nc2N)c1
  A = -1.3	B = -8	C = -4	D = -9	E = -6	F = 4	G = ·	H = 4	I = -2	J = -8

COc1ccccc1CNC(=O)CS(=O)Cc1nc(-c2ccc(OC)c(OC)c2)oc1C (configuration not stated)
  A = -2.7	B = -10	C = 25	D = 1	E = -9	F = 7	G = -3	H = -25	I = 0	J = 5

COc1ccccc1NC(=O)c1ccc(NC(=O)CSc2ncccn2)cc1
  A = -2.0	B = -1	C = 65	D = -3	E = 3	F = 11	G = ·	H = -65	I = -1	J = -5

CCOC(=O)c1cc(CC)sc1NC(=O)c1cc(OC)c(OC)c(OC)c1
  A = ·	B = -7	C = 57	D = 3	E = 4	F = 24	G = -16	H = -57	I = -2	J = -6

COCCNC(=O)c1cccc(OC2CCN(Cc3ccc(F)cc3OC)CC2)c1
  A = -1.6	B = -9	C = -14	D = 8	E = -5	F = ·	G = 10	H = 14	I = 12	J = -7

COc1ccc(Cl)cc1C(=O)Nc1ccc(CN2CCCCC2)cc1
  A = -1.0	B = -1	C = 11	D = 2	E = -12	F = 24	G = 14	H = -11	I = 1	J = 1

Compound profiles, from the list above. Order of screens: CAL PDZ FP-1	PvdQ inh	SR-BI HDL uptake	Rtt109 HAT inh	dFosB activator	MITF act	PfHsp90 set2	SR-BI uptake up	NSD2 inh	CAL PDZ FP-2
Results for COc1ccccc1CNC(=O)CS(=O)Cc1nc(-c2ccc(OC)c(OC)c2)oc1C (configuration not stated) → -2.7	-10	25	1	-9	7	-3	-25	0	5
Results for CCn1c(=O)c(C(=O)CN2CCN(Cc3ccc4c(c3)OCO4)CC2)c(N)n(Cc2ccccc2)c1=O → -1.0	-11	9	30	0	-9	8	-9	-1	8

Screens deposited in PubChem by Broad Institute.
